Source: PubChem
TDP1 block = inhibitors of human tyrosyl-DNA phosphodiesterase TDP1 | Q9NUW8 | Potency, µM (top dose mostly 130 µM), for the others: at the highest dose activity change, negative = inhibition, actives largely listed as inhibitors | actives 0.28% (n = 350,000) | recombinant TDP1, AlphaScreen DNA substrate cleavage | AID 485290; also: nearly all actives have a fitted effect of over 40% in size
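Enzyme-compound mixtures sat 15 min at room temperature, followed by a 5 min reaction with 15 nM final substrate and 10 min with AlphaScreen beads. Recombinant human Tdp1 was used at 1 nM final.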
TDP1 cell noCPT = qHTS for Inhibitors of human tyrosyl-DNA phosphodiesterase 1 (TDP1): qHTS in cells in absence of CPT; DT40 Tdp1-/- hTDP1 cells, no CPT, ATP luminescence, 48 h; Potency, µM (doses to about 46.2 µM), without a hit: at the highest dose activity change, negative = growth inhibition, actives largely listed as inhibitors; actives 15% (n = 420,000); AID 686978, 2013; also: nearly all actives have a fitted effect of over 55% in size
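Chicken DT40 Tdp1-/- cells complemented with human TDP1, screened without camptothecin (DMSO vehicle only), 400 cells/well. Compounds pin-transferred, cells incubated at 37 °C for at least 48 hr. Growth read as ATP-dependent luminescence (CellTiter-Glo, 30 min at RT).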
GCN5L2 inh = GCN5L2 (KAT2A) acetyltransferase inhibition; Potency, µM (series often up to 58.9 µM), for the others: top-dose activity change, negative = inhibition, usual class: inhibitors; actives 0.21% (n = 390,000); GCN5L2 HAT assay, ThioGlo1 CoA-SH fluorescence; Q92830
Target sequence (Q92830 whole entry, looked up): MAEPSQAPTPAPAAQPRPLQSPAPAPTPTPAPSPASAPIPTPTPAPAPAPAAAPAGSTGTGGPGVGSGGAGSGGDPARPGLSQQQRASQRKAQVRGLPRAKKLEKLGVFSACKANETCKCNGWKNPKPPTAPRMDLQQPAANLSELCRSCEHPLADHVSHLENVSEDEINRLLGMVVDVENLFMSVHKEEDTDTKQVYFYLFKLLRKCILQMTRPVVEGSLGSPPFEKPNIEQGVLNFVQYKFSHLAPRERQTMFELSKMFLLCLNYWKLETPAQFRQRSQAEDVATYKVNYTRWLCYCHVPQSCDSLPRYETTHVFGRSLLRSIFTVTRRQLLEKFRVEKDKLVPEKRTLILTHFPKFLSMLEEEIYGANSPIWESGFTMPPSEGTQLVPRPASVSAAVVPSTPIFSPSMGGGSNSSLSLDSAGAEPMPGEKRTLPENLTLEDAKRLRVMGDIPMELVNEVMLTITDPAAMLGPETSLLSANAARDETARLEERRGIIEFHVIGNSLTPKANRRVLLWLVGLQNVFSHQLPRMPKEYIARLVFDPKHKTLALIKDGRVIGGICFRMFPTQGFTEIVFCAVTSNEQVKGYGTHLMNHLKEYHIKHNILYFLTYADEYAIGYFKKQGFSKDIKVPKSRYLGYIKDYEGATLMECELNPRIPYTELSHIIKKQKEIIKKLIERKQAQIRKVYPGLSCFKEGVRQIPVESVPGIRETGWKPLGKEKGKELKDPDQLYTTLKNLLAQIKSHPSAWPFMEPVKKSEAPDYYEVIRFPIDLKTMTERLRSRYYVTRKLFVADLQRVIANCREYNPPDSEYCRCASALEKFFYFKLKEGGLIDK
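GCN5L2 (20nM final) in 50mM HEPES, 0.1mM EDTA pH 7.5, 0.01% Tween-20 was preincubated 15 min at room temperature with compound, then given ThioGlo1 (50uM), H3(1-25) peptide (75uM) and acetyl-CoA (70uM); CoA-thiol fluorescence (Ex340/Em540) was read at 0 and 20 min.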
Numbers without * were called inactive; u = inconclusive; x = no result given; & = joins results of further samples; [ ] = remark or other dose. Calls follow the shape of the dose curve; as a rule, active = well fitted curve in the direction sought with a large enough effect; inconclusive = small, poorly fitted or top-dose-only effect, or another doubt; inactive = no such curve, though single readings can be large; an effect the other way counts as inactive or inconclusive. % is scaled to controls: 0 for no effect and ±100 for the full control effect; potency is read from the fitted curve at half-maximal effect.

SMILES	TDP1 block	TDP1 cell noCPT	GCN5L2 inh
CC(C)NC(=O)c1ccccc1NC(=O)c1nsc2ccccc12	5%	-13%	0%
O=C(Nc1ccccc1-c1nc2ccccc2s1)c1cc(Cl)cc(Cl)c1	0%	-14%	-3%
O=C(NC1CCCCCC1)c1ccc(N2CCCC2=O)cc1	-2%	-25%	-1%
CN(C)CC[C@@H](c1ccc(Br)cc1)c1ccccn1	-8%[56.1 µM]	-14%&-22%	-1%&-17%
COc1ccccc1C1CC(=O)Oc2c(C(C)C)ccc(C)c21 (stereo unspecified)	-7%[56.1 µM]	-25%	u
Cc1cccc(C(=O)Nc2ccc3oc(-c4cccc5c(Br)cccc45)nc3c2)c1	5%[2.28 µM]	u	-8%
COc1ccccc1CC(=O)Nc1ccc2nc(Nc3cccc(Cl)c3)cc(C)c2c1	5%	16µM*	-15%
COc1ccc(Cl)cc1N1C(=NC(=O)C2CCCCC2)SC2CS(=O)(=O)CC21 (stereo unspecified)	-1%	8%	-9%
COc1cccc(NC(=O)N(Cc2cn(C)c3ccccc23)C2CCCCC2)c1	7%	7.3µM*	-8%
CC(C)c1cc(-c2n[nH]c(=S)n2Cc2ccccc2)cs1	14%	u	-17%
Oc1ccc2ccccc2c1CN1CCOCC1	5%	-22%	-10%
O=C1C2C3C=CC(C3)C2C(=O)N1c1ccccc1OS(=O)(=O)c1ccccc1 (stereo unspecified)	-2%	0%	1%
Brc1c(-c2ccccc2)nc2n1Cc1ccccc1-2	8%	u	-6%
Cc1ccc2c(=O)cc(C(=O)Nc3nc4ccc(Cl)cc4s3)oc2c1	1%	-6%	-10%
O=C(Nc1ccc(F)cc1)Nc1ccccc1N1CCCCC1	5%	u	-26%
CNC(=S)Nc1cccc([N+](=O)[O-])c1	5%	-3%	-12%
O=C(CC(c1ccccc1)c1ccco1)N1CCCCC1 (stereo unspecified)	7%	x	-3%
COc1ccc(C(=O)NCCCNC(=O)c2ccccn2)cc1	0%	2%	-3%
Cc1c(NC(=S)N/C(=N/S(=O)(=O)c2ccccc2)c2ccccc2)c(=O)n(-c2ccccc2)n1C	3%	4%	-3%
COc1ccc(N(Cc2ccccc2)S(=O)(=O)c2cccc(C(=O)NCC3CCCO3)c2)cc1 (stereo unspecified)	0%	-13%	-1%
COc1cccc(/C=C/C(=O)NNC(=O)c2cc(C)oc2C)c1	1%	-12%	-13%
Cc1ccc(S(=O)(=O)NC23CC4CC(CC(C4)C2)C3)cc1	0%[56.1 µM]	21µM*	-4%
O=C(CCN1C(=O)c2ccccc2C1=O)N1CCOCC1	2%	0%	3%
COc1cc(NC(=O)CCc2c(C)nn(-c3ccc4nnc(C)n4n3)c2C)cc(OC)c1OC	4%	-18%	-1%
CCCOc1cccc(C(=O)Nc2cc(NC(=O)c3ccco3)ccc2OC)c1	8%	u	-9%
O=C(NCCc1ccc(Cl)cc1)C1CCN(Cc2cc3ccccc3n2Cc2ccccc2)CC1	-3%	18µM*	1%
O=C(Nc1ccccc1)C1=C[C@@H](C2CC2)C[C@@H](OCc2ccc(CO)cc2)O1	4%	-25%	1%
CCCC(O)C(CC)CO (stereo unspecified)	10%	-4%	-1%
COc1ccc(C)cc1NC(=O)C1CCN(S(=O)(=O)c2cccc3nonc23)CC1	-7%&-8%	-26%&-21%	-6%&3%
Cc1cc(OCC(=O)Nc2ccccc2C(N)=O)c2c(C)cc(=O)oc2c1	x	23µM*	1%
COc1ccc(CNC(=O)C(OC(C)=O)c2ccccn2)cc1 (stereo unspecified)	2%	-7%	-4%
COc1cccc(CNC(=O)Cc2ccc(NC(=O)N3CCCCc4ccccc43)cc2)c1OC	3%	18µM*	-14%
CC(C)n1nc(C(=O)Nc2cccc(S(=O)(=O)NCc3ccco3)c2)c2ccccc2c1=O	9%	u	-13%
O=C(O)c1ccc(C2SCC(=O)N2Cc2ccccc2)cc1 (stereo unspecified)	7%	-1%	-5%
CCOC(=O)N1CCN(C(=O)/C(=C/c2cccc3ccccc23)NC(=O)c2ccc(OC)cc2)CC1	3%	u	2%
O=C(CSc1nc2ccc(Cl)cc2[nH]1)Nc1ccc2[nH]c(=O)[nH]c2c1	0%[0.505 µM]	-4%	0%
COc1ccc(C(=O)/C=C/c2ccccc2)c(O)c1	6%	23µM*	0%
O=C(CSc1cccc[n+]1[O-])Nc1ccc(N2CCOCC2)cc1	3%	x	3%
S=C(Nc1cccc(Cl)c1)N1CCOCC1	7%	-18%	-2%
Cc1cc2nc(CN(C)Cc3c(C(=O)N(C)C)nc4ccc(Cl)cn34)[nH]c2cc1C	4%	u	-7%
O=C(NCc1cccnc1)/C(=C/c1ccc(-c2cccc(Cl)c2)o1)S(=O)(=O)c1ccccc1	6%	u	2%
CCCC1(C(=O)OCC)NC(c2ccc(O)cc2)C2C(=O)N(c3ccc4c(c3)OCCO4)C(=O)C21 (stereo unspecified)	-4%	-16%	0%
CCc1nc2cc([N+](=O)[O-])c([N+](=O)[O-])cc2[nH]1	8%	-7%	-5%
CCOc1ccc(N2C(=O)CCC2=O)cc1	3%	-2%	-1%
CCC(CO)Oc1cc(NC(=O)c2cccc(C)c2)c2ncn(C(C)C)c2c1 (stereo unspecified)	-18%	u	-2%

Ordered by molar mass (falling): some entries from above.
SMILES	TDP1 block	TDP1 cell noCPT	GCN5L2 inh
CCOC(=O)N1CCN(C(=O)/C(=C/c2cccc3ccccc23)NC(=O)c2ccc(OC)cc2)CC1	3%	u	2%
CCCC1(C(=O)OCC)NC(c2ccc(O)cc2)C2C(=O)N(c3ccc4c(c3)OCCO4)C(=O)C21 (stereo unspecified)	-4%	-16%	0%
O=C(NCc1cccnc1)/C(=C/c1ccc(-c2cccc(Cl)c2)o1)S(=O)(=O)c1ccccc1	6%	u	2%
COc1cccc(CNC(=O)Cc2ccc(NC(=O)N3CCCCc4ccccc43)cc2)c1OC	3%	18µM*	-14%
CC(C)n1nc(C(=O)Nc2cccc(S(=O)(=O)NCc3ccco3)c2)c2ccccc2c1=O	9%	u	-13%
COc1ccc(C)cc1NC(=O)C1CCN(S(=O)(=O)c2cccc3nonc23)CC1	-7%&-8%	-26%&-21%	-6%&3%
Cc1cc2nc(CN(C)Cc3c(C(=O)N(C)C)nc4ccc(Cl)cn34)[nH]c2cc1C	4%	u	-7%
CCC(CO)Oc1cc(NC(=O)c2cccc(C)c2)c2ncn(C(C)C)c2c1 (stereo unspecified)	-18%	u	-2%
O=C(Nc1ccccc1)C1=C[C@@H](C2CC2)C[C@@H](OCc2ccc(CO)cc2)O1	4%	-25%	1%
Cc1cc(OCC(=O)Nc2ccccc2C(N)=O)c2c(C)cc(=O)oc2c1	x	23µM*	1%
O=C(CSc1cccc[n+]1[O-])Nc1ccc(N2CCOCC2)cc1	3%	x	3%
COc1ccc(CNC(=O)C(OC(C)=O)c2ccccn2)cc1 (stereo unspecified)	2%	-7%	-4%
O=C(O)c1ccc(C2SCC(=O)N2Cc2ccccc2)cc1 (stereo unspecified)	7%	-1%	-5%
S=C(Nc1cccc(Cl)c1)N1CCOCC1	7%	-18%	-2%
CCOc1ccc(N2C(=O)CCC2=O)cc1	3%	-2%	-1%
CCCC(O)C(CC)CO (stereo unspecified)	10%	-4%	-1%

More compounds.
SMILES	TDP1 block	TDP1 cell noCPT	GCN5L2 inh
CC(C)(C)c1ccc(OCCCN2CCCC2)cc1	x	13µM*	-6%
O=C(CNC(=O)c1cccc(F)c1)N/N=C/c1ccc([N+](=O)[O-])s1	-1%	5.8µM*	-5%
COCCCNC(=O)CCC(=O)N1Cc2cccc(OC)c2Oc2ncccc21	-1%	-7%	-4%
CC12CCC(=O)N1C(C(=O)OCC(=O)Nc1ccc(Cl)c(Cl)c1)CS2 (stereo unspecified)	6%	u	-7%
Cc1cccc(CCNC(=O)CC2C(=O)NCCN2Cc2ccccc2C)n1 (stereo unspecified)	4%	9%	-4%
COc1ccc(NC(=O)N2CC[C@@]3(CCCN(C(=O)c4cc(C(F)(F)F)cc(C(F)(F)F)c4)C3)C2)cc1	x	-27%	-4%
CCn1cc(CCC(=O)NCc2ccc(C)cc2)c2ccccc21	8%	u	-1%
CCc1ccccc1NC(=O)Cn1c(=O)n(Cc2ccco2)c(=O)c2sc3ccccc3c21	6%	-17%	-5%
C=C1c2ccccc2O[C@H](C(=O)OCC)C1OC (mixture of isomers)	5%[234 µM]	x	1%[88.6 µM]
Cc1nc2ccccc2c(=O)n1/N=C/c1ccccn1	-2%	-23%	2%
O=C(Nc1cccc(-c2nnco2)c1)c1cccs1	3%	-25%	1%
Cc1ccc(C)c(S(=O)(=O)NCc2ccc(C(=O)N3CCCCCC3)cc2)c1	-5%	23µM*	0%
O=C1CC(Sc2ncccn2)C(=O)N1c1ccccc1 (stereo unspecified)	-2%	u	0%
CCOC(=O)C1=C(C)Nc2ncnn2C1c1cccnc1 (stereo unspecified)	0%	-6%	-2%
C=CCn1c(=O)c(C(=O)NCc2ccc3c(c2)OCO3)c(O)c2cc(OC)c(OC)cc21	3%	18µM*	1%
CCOC(=O)c1sc2nc(C)cc(-c3ccccc3)c2c1N	-3%	u	-29%
CN(C)c1cc(-c2ccc(Br)cc2)oc(=O)c1Cl	-1%	u	-8%
CN(CC(=O)Nc1cccc(F)c1)C(=O)c1ccncc1	4%	2%	-2%
Cc1ccc(-n2c(SCC(=O)N3CCOCC3)nnc2-c2cccnc2)cc1	6%	-6%	5%
Cn1c(=O)c(C(=O)COC(=O)c2cc(-c3ccccc3)nc3ccccc23)c(N)n(Cc2ccccc2)c1=O	8%&5%	x	-13%
CC(=O)NC(CC(=O)OCC(=O)N1c2ccccc2NC(=O)C1(C)C)c1ccccc1 (stereo unspecified)	1%	0%	1%
CCOc1ccccc1NC(=O)c1cc2c(Cl)nc3ccccc3c2s1	6%	-3%	-2%
COc1ccccc1-n1c(SCC(=O)N2CCOCC2)nc2ccccc2c1=O	x	-20%	-5%
Cc1ccc(NCc2nnc(SCCN3CCCCC3)n2CC2CCCO2)c(C)c1 (stereo unspecified)	4%	-30%	0%
CCOC(=O)C(C)n1cnc2c(nnn2-c2ccccc2)c1=O (stereo unspecified)	x	-14%	-6%
CCOC(=O)C1CCN(C(=O)CS(=O)(=O)Cc2nc(-c3ccccc3Cl)oc2C)CC1	x	u	0%
CC1CCc2sc(C(=O)NCC3CCCO3)cc2C1 (stereo unspecified)	8%	-16%	-1%
CCOc1ccc(-n2cnnn2)cc1S(=O)(=O)N1CCCCC1	4%	-10%	-1%
CN(c1cccc(Cl)c1)S(=O)(=O)c1cccc(C(=O)Nc2nc3ccccc3[nH]2)c1	8%	23µM*	-6%
Cc1ccccc1C(=O)NNC(=O)c1ccncc1	x	0%	-2%
O=C(O)Cn1nc(N2CCN(c3ccccc3)CC2)ccc1=O	-5%	-18%	-2%
COC(=O)CCC(=O)Nc1cc(OC)c(OC)cc1Cc1nccc2cc(OC)c(OC)cc12	x	4%	-6%
CCCCN1C(=O)N(C)C2C1N(C)C(=O)N2CCCC (stereo unspecified)	2%	-14%	1%
CCOC(=O)c1ccc(S(=O)(=O)N2CCC(C(=O)O)CC2)cc1	4%	-10%	1%
CCOCc1nnc(NC(=O)c2cc(OC)c(OC)c(OC)c2)s1	0%	8%	4%
COc1ccc(-c2noc(CN(Cc3nccn3C)C(C)C)n2)cc1	x	u	2%
COC(=O)c1ccc(C(=O)OC)c(NC(=O)N2c3ccccc3Sc3ccccc32)c1	0%	u	1%
O=C(NCc1ccccc1Cl)C(=O)c1cn(CC(=O)N2CCOCC2)c2ccccc12	5%	u	1%
Cc1ccc(NS(=O)(=O)c2cc([N+](=O)[O-])ccc2NNC(=S)Nc2cccc(Cl)c2)c(C)c1	-3%	u	-27%
Cc1[nH]c2ccccc2c1CN1CCC(Cc2ccccc2)CC1	6%	2.6µM*	3%
CNC(=S)N(Cc1ccc2c(c1)OCO2)C1CC(=O)N(c2ccc(F)cc2)C1=O (stereo unspecified)	2%	21µM*	-1%
CN(C(=O)c1ccc2ccccc2c1)c1ccccn1	x	u	-1%
COc1ccc(N=N/C(C(C)=O)=C(/C)O)cc1	6%	-13%	-2%
Cc1ccccc1OCC(=O)Nc1ccccc1C(=O)NC1CC1	-13%[0.505 µM]	21µM*	-2%
Cc1ccccc1N(C(=O)c1snc(C(N)=O)c1N)C(C)C(=O)NC1CCCCC1 (stereo unspecified)	x	-28%	-8%
COc1cccc(-n2nc(C(=O)NCC3CCCO3)c3ccccc3c2=O)c1 (stereo unspecified)	2%	4%	-1%
NC(=O)c1ccc(NC(=O)CSc2nnc(-c3ccccn3)n2N)cc1	-14%	1%	-6%
[O-]C1=N/[N+](=C/c2ccc(Cl)c(Cl)c2)CC1	6%	-18%	-3%

This is a subset; the hit share may differ from the screen's.
